Compound activity (PubChem)
MITF inh: MITF inhibitors, primary screen, biochemical, AlphaScreen, human | AlphaScreen MITF homodimerization, bead proximity signal | inhibition, % at 2.6 µM | actives 0.91% (n = 650,000); in the data active means inhibition above about 50%;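 further: 0% = vehicle wells with protein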
Target sequence (O75030 whole entry, looked up): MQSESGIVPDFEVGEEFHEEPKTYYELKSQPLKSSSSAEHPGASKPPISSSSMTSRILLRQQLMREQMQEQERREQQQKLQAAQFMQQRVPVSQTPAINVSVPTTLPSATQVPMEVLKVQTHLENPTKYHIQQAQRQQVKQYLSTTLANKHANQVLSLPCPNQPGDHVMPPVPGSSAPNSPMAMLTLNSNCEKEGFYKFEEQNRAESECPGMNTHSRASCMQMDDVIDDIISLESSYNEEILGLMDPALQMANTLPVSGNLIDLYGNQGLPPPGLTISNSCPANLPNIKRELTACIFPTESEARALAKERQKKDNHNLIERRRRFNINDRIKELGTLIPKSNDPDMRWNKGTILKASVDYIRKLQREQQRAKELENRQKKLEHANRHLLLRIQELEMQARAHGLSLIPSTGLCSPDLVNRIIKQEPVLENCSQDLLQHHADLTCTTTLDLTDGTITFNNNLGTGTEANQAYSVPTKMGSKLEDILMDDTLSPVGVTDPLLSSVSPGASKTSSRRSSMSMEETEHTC
FBW7 activator: FBW7 E3 ligase activators, primary screen, biochemical, AlphaScreen, human | F-box/WD repeat-containing protein 7 (Homo sapiens), Q969H0 | AlphaScreen FBW7–phospho-cyclin E peptide binding, activator screen | normalized activity (activation), % at 26.1 µM | actives 0.13% (n = 650,000) | AID 1259310, 2017; in the data active means normalized activity above about 1.9%;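 further: purified mutant Fbw7 with reduced substrate affinity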
GPR151 activ: activators of human GPR151, primary screen, cell-based, PathHunter beta-arrestin, luminescence | G-protein coupled receptor 151 (Homo sapiens), Q8TDV0 | PathHunter beta-arrestin GPR151 cells | actives 1% (n = 650,000) | AID 1508602, 2020 | activation, % at 11.2 µM; in the data active means activation above about 4.9%;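 further: 0% = median of compound wells and 100% = cells with positive control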
Target sequence (Q8TDV0 whole entry, looked up): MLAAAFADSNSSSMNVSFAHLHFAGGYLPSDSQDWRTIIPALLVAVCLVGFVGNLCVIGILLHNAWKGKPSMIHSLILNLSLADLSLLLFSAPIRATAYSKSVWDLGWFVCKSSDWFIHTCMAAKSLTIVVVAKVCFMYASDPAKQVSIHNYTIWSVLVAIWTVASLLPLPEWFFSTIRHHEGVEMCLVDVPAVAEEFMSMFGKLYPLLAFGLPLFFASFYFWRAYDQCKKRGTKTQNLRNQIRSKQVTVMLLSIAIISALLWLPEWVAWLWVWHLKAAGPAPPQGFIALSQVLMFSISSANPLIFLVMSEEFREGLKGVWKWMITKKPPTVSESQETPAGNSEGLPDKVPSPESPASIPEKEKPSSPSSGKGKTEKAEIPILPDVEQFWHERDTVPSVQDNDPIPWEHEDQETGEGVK
TEAD-YAP block: TEAD-YAP interaction inhibition, primary screen, TEAD-YAP interaction inhibitor project, luminescence, HEK-TIYL cells; TEAD-Gal4/YAP UAS-luciferase luminescence; inhibition, % at 9.12 µM; actives 1.4% (n = 640,000); AID 1259422, 2018; in the data active means inhibition above about 32%;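 further: 0% = median of test compound wells and 100% = reference inhibitor wells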
Numbers without * were called inactive; / = no result given.

Structure,FBW7 activator,TEAD-YAP block,MITF inh,GPR151 activ
COc1cc(C=O)cc(I)c1OCc1ccccc1,0.1,-9,-3,0.4
CC(=O)N1c2c(cc(Br)cc2S(=O)(=O)NCc2cccs2)CC1C (centres undefined),-0.1,-6,-3,-0.2
CCOCCc1nnc(NC(=O)c2ccc([N+](=O)[O-])cc2Cl)s1,-0.3,-10,3,2.5
O=C(CSc1nnc2c(n1)[nH]c1ccc(F)cc12)NCc1cccs1,0.5,7,10,-0.7
Cc1cc(C)cc(NC(=O)c2ccc3c(=O)n(-c4ccccc4)c(SCC(=O)C(C)(C)C)nc3c2)c1,-0.1,-5,1,0.5
Cn1c(SCC(=O)NCCc2ccccc2)nnc1-c1cccs1,0.1,-6,16,-1.9
CC(C)c1ccc(/C=C2\N=C(c3cc(F)c(F)cc3Cl)OC2=O)cc1,0.0,-1,-5,0.8
Cc1cc(C(=O)O)c(NC(=O)c2ccc(-c3ccccc3)cc2)s1,-0.3,-12,-22,-2.2
C=CCc1cccc(/C=N\NC(=O)c2cnccn2)c1O,-0.7,-18,16,-1.2
CN1CCN(C(=O)c2ccc(-c3nc4ccc(C(N)=O)cc4s3)cc2)CC1,0.1,-1,8,3.4
Cc1ncn(-c2ccc(Nc3ncc4cccc(-c5cn[nH]c5C)c4n3)cc2)n1,-0.2,45*,19,1.0
O=c1c2c3c(sc2n2cnnc2n1-c1ccccc1)CCCCC3,0.8,-2,18,-0.9

The closing five records of the part above are carried over, then new ones follow.
Structure,FBW7 activator,TEAD-YAP block,MITF inh,GPR151 activ
Cc1cc(C(=O)O)c(NC(=O)c2ccc(-c3ccccc3)cc2)s1,-0.3,-12,-22,-2.2
C=CCc1cccc(/C=N\NC(=O)c2cnccn2)c1O,-0.7,-18,16,-1.2
CN1CCN(C(=O)c2ccc(-c3nc4ccc(C(N)=O)cc4s3)cc2)CC1,0.1,-1,8,3.4
Cc1ncn(-c2ccc(Nc3ncc4cccc(-c5cn[nH]c5C)c4n3)cc2)n1,-0.2,45*,19,1.0
O=c1c2c3c(sc2n2cnnc2n1-c1ccccc1)CCCCC3,0.8,-2,18,-0.9
COc1ccc(C(=O)NCc2ccco2)cc1[N+](=O)[O-],0.0,4,13,-1.0
Cc1ccc(C(=O)N(C)c2ccccc2)cc1,0.1,-4,12,5.0*
Cn1cnnc1SCC(=O)Nc1ccc2c(c1)CCC2,0.1,-7,-6,2.7
O=C(/C=C/c1ccco1)Nc1cnc2ccccc2c1,0.0,-39,11,0.6
CCC(=O)Nc1cc(NC(=O)CSc2nnnn2C)ccc1C,0.0,11,4,-0.7
CS(=O)(=O)N(CC(=O)N1CCC(C(N)=O)CC1)c1cc(Cl)ccc1Cl,-0.1,7,9,-0.8
CS(=O)(=O)N(CC(=O)Nc1cccnc1)c1ccc(OCc2ccccc2)cc1,0.1,9,14,-1.6
O=C(CCn1c(=O)[nH]c2ccccc2c1=O)NC1CCCCCC1,0.0,-4,-12,-1.4
O=c1[nH]c2sc3c(c2c(=O)n1-c1ccccc1)CCCC3,0.1,6,3,-0.1
CCOC(=O)N1CCN(C(=O)CN2C(=O)c3cc(Cl)c(Cl)cc3C2=O)CC1,-0.1,2,0,-0.6
COc1ccc(C(=O)Nc2cccc(I)c2)cc1[N+](=O)[O-],0.5,-6,-8,1.2
COc1cccc(/C=N/NC(=O)Cc2cccc3ccccc23)c1O,0.2,19,6,-0.4
COc1ccccc1NC(=O)c1cc(OC)c(C(=O)c2ccccc2)cc1OC,0.1,3,7,-0.6
COc1ccc2nc(NC(=O)c3ccc(Cl)s3)sc2c1,0.1,-62,-4,0.4
O=S(=O)(NCc1ccccc1)c1cccc(S(=O)(=O)N2CCOCC2)c1,0.0,6,16,-0.8
N#Cc1c(N)nc(SCC(=O)c2ccc(Cl)cc2)c(C#N)c1-c1ccco1,0.1,6,-2,0.1
N=C1/C(=C/c2ccc(-c3cccc(C(=O)O)c3)o2)C(=O)N=C2SC(COc3ccccc3)=NN12,0.2,1,5,-1.8
CCSc1ncc(Cl)c(C(=O)Nc2ccccc2OC)n1,-0.1,3,7,3.3
O=c1/c(=C\c2ccccc2)sc2nnc(-c3ccccc3)n12,-0.1,4,-4,-0.1
CC(C)C[C@H]1NC(=O)[C@@H]2C[C@H](NC(=O)c3ccc(-c4ccccc4)cc3)CN2C1=O,0.1,8,8,-1.1
Cc1ccc(CN2C(=O)CN(C3CCCCC3)C(=O)C2c2ccccc2C)cc1 (centres undefined),-0.1,9,1,0.1
CS(=O)(=O)N(CC(=O)NCc1cccnc1)c1ccc(F)c(Cl)c1,-0.2,9,-4,-0.7
O=C(NC1CCCCC1N1C(=O)CSC1=O)c1ccco1 (centres undefined),0.1,8,16,-1.1
CCOC(=O)c1cc2sc(C)cc2n1C(C)C(=O)OCC (centres undefined),0.0,4,19,2.6
CCCCCCC1CCC(c2noc(C3CCC(CCCCCC)CC3)n2)CC1 (centres undefined),0.7,15,6,0.2
CC(C)CN1CCNC(=O)C1CC(=O)N(C)CC1CCOCC1 (centres undefined),0.1,0,11,-0.3
COc1ccc(/C=C2\SC(=S)N(c3ccc(O)c(C(=O)O)c3)C2=O)cc1,0.0,6,0,-0.5
c1cc(-c2ccnc(Nc3ccc(N4CCOCC4)cc3)n2)cc(-c2nn[nH]n2)c1,-0.1,5,13,0.2
CCc1c(C)sc(N2C(=O)C3C4C=CC(C4)C3C2=O)c1C#N (centres undefined),0.0,2,-3,1.3
CC1(C)C2CCC1(CS(=O)(=O)N1CCN(c3cccc(C(F)(F)F)c3)CC1)C(=O)C2 (centres undefined),-0.1,3,-5,2.3
O=C(CCSCc1ccc(Cl)cc1)NCc1cccnc1,0.0,-10,0,0.0
O=C(CCc1nc(-c2ccccc2F)no1)NCc1ccco1,0.5,2,9,-1.5
CCCn1c(=O)c2c(nc3n(-c4cc(Cl)ccc4C)c(C)cn23)n(C)c1=O,0.0,-8,-10,0.1
Cc1ccc(/C=N\NC(=O)c2cc(C)oc2C)cc1,0.1,-2,13,-5.6
CCC(C)N1CCN(S(=O)(=O)c2ccc3c(c2)OCC(=O)N3)CC1 (centres undefined),-0.1,-4,-4,0.0
Cc1nn(C)c(C)c1-c1cccc(C(=O)NCc2nc3ccccc3[nH]2)c1,0.1,-9,2,-0.9
CC(=O)ON=C1CC(C)(C)N(OC(=O)c2ccc([N+](=O)[O-])cc2)C(C)(C)C1,0.3,2,9,-1.5
CCOc1ccc(NC(=S)NC(C)(C)C)cc1,0.2,3,9,0.5
O=C(CCN1CCN(C(=O)c2ccco2)CC1)Nc1ccc(F)cc1,-0.1,-5,-2,0.3
Cn1c(=O)c2c(ncn2CC(=O)Nc2cccc([N+](=O)[O-])c2)n(C)c1=O,0.6,-1,9,-1.1
CN(C)c1ccc(-n2cccc2C=O)cc1,-0.1,11,3,-1.6
CC(C)OCCCNC(=S)NNC(=O)c1ccccc1Br,-0.1,-12,-16,-1.5
CCCCOc1ccc(C2C(C#N)=C(N)Oc3n[nH]c(CCC)c32)cc1OC (centres undefined),-0.1,-7,18,-0.2
CCCC(=O)n1c(=O)oc2cc(Cl)ccc21,-0.1,-7,-5,0.1
CC1CC(=O)C2=C(C1)OC(N)=C(C#N)C2c1cccc(Cl)c1 (centres undefined),0.1,-6,23,-2.4
CC1CCN(S(=O)(=O)c2cccc(C(=O)Nc3ccccc3C(=O)N3CCN(c4ccccc4)CC3)c2)CC1,-0.1,8,9,-1.0
CCCCOc1ccc(/C=C2\N=C(c3ccc([N+](=O)[O-])cc3Cl)OC2=O)cc1,0.2,8,18,-0.2
CCC(Cc1ccccc1)NS(=O)(=O)c1ccc(F)c(C(=O)Nc2ccc(C)c(F)c2)c1 (centres undefined),0.2,-3,-2,0.4
COc1ccc(C(=O)N/N=C/c2ccc(OC(=O)c3ccc(OC)cc3)c([N+](=O)[O-])c2)cc1,0.0,-9,-3,0.6
COc1ccc2[nH]c(CN3CCCC(N4CCOCC4)C3)c(C)c2c1 (centres undefined),0.2,10,0,-1.0
CCOc1cc(/C=C2/SC(=S)NC2=O)ccc1OC,0.1,2,23,0.8
CCCNC(=O)c1ccc2c(c1)N(Cc1cccc(C)c1)C(=O)CS2,0.0,13,8,-0.6
CCOC(=O)N1CCC(NC(=O)C2CCCN(c3nc4c(C)cc(C)cc4s3)C2)CC1 (centres undefined),-0.4,-12,-3,1.3
CN(C)c1nc(C2CC2)nc2c1nnn2Cc1ccccc1Cl,0.0,3,3,1.5
COC(=O)C1=C(C(=O)OC)[C@@H]2N(Cc3ccccc3)c3ccccc3[C@@]23C[C@@H](CO)N(C(=O)CC(C)C)C3=N1,0.0,/,3,-1.8
O=C(CSc1ncc(-c2ccccc2)[nH]1)NCc1ccccc1,0.2,-7,11,1.3
COc1ccc(C2C(C#N)=C(N)OC3=C2C(=O)CC(c2ccccc2)C3)cc1 (centres undefined),-0.2,5,-7,1.8
COC(=O)c1c(OCCc2ccccc2F)cc(=O)n2c1CCN(Cc1ncc[nH]1)CC2,-0.2,-27,2,0.9
OCCC1CN(Cc2ccon2)CCN1Cc1ccsc1 (centres undefined),0.7,2,-3,-0.4
C=CCNC(=O)CC1(CC(=O)O)CCCC1,0.5,7,7,-1.9

Next part:
Structure,FBW7 activator,TEAD-YAP block,MITF inh,GPR151 activ
COc1ccccc1NC(=O)C(=O)NC1CCC(C)CC1 (centres undefined),1.1,-15,10,-0.1
COc1cccc(C(=O)NCC2CCCN(Cc3ccc(C)cc3)C2)c1OC (centres undefined),-0.1,-2,-4,1.3
CCOc1ccccc1N1C(=O)NC(=O)/C(=C/c2cn(C(C)=O)c3ccccc23)C1=O,0.2,5,6,2.4
COc1cc2ccccc2cc1C(=O)NC(=S)Nc1ccc(NC(C)=O)cc1,-0.1,-13,-6,0.3
Oc1ccc(Cl)cc1C1CC(c2ccc3c(c2)OCO3)=NC(c2c(F)cccc2Cl)N1 (centres undefined),-0.2,7,-25,0.5
CCN1CCN(C(=O)C2=C(C)C(=O)OC23CCCCC3)CC1,1.6,-12,16,-1.6
CSCCC1NC2(C(=O)N(C)c3ccccc32)C2C(=O)N(Cc3ccccc3)C(=O)C12 (centres undefined),-0.1,-7,21,-1.2
COc1ccc(C(=O)OCC(=O)N2C(C)CCCC2C)cc1 (centres undefined),-0.2,-2,1,0.8
N#CCCC(CCC#N)(CCC#N)C(=O)c1ccccc1,-0.1,3,2,0.8
COC(=O)C1=C(C)Nc2[nH]c(=S)[nH]c(=O)c2C1c1ccc(O)cc1 (centres undefined),-0.1,6,3,-0.6
CCc1cccc(OCCCNC(C)(C)C)c1,0.0,10,30,-0.8
Nc1ncc(-c2nc3ccccc3o2)c(-c2ccncc2)n1,0.0,-5,2,-0.7
O=C(Cc1ccccc1)N1CCC2(CC1)OCc1ccccc1O2,0.4,0,21,0.8
O=C(CC(NCc1cccnc1)C(=O)O)Nc1ccc(Oc2ccccc2)cc1 (centres undefined),0.0,5,8,0.4
CCOCCCNc1c2c(nc3c(-c4cccs4)c(C)nn13)CCC2,-0.1,-12,-5,1.1
O=c1cc(-c2ccc3c(c2)OCO3)oc2ccc(O)cc12,-0.1,25,-12,-0.5
COc1cccc(NC(=O)Cn2c(C)cc(=O)c3cc(Br)ccc32)c1,0.2,11,5,-0.8
O=C(Nc1ncccc1O)C12CC3CC(CC(C3)C1)C2,-0.1,-7,-2,0.2
COc1cc2c(cc1OC)C(C(=O)O)C(c1cccc(F)c1)N(C)C2=O (centres undefined),0.0,8,11,0.6
CC(=O)ONC(=Nc1ccc(C)cc1C)c1nonc1N,-0.1,-8,-2,1.6
CC(=O)Oc1cccc(/C=C2/N=C(c3ccccc3C)OC2=O)c1,0.1,5,-3,-2.2
CN(Cc1ccc2nccnc2c1)C(=O)CCc1nnc(-c2ccsc2)o1,0.3,-5,10,0.6
O=[N+]([O-])c1cc(Cl)cc(C=NCC2COc3ccccc3O2)c1O (centres undefined),-0.1,-1,10,3.5
CCN(C(=O)Cn1ncc2c(=O)oc3ccccc3c21)c1ccc(F)cc1,-0.1,2,-7,2.3
COc1ccc(/C=N\NC(=O)CNc2ccccc2C)cc1O,-0.1,5,-9,1.1
O=C(O)c1ccc(-n2cc(-c3nc4ccccc4o3)cn2)cc1,-0.1,-11,-3,-4.1
CC1=C(C)/C(=N\OS(=O)(=O)c2ccc(C)cc2)C=CC1=O,-0.2,16,8,-0.9
Cn1c(=O)c2c(nc3n2CC(=O)N3c2ccc3c(c2)OCO3)n(C)c1=O,0.1,2,12,0.1

Part of the list above in another layout.
Values run as follows: FBW7 activator | TEAD-YAP block | MITF inh | GPR151 activ
COc1ccc(/C=N\NC(=O)CNc2ccccc2C)cc1O
    -0.1 | 5 | -9 | 1.1
O=C(O)c1ccc(-n2cc(-c3nc4ccccc4o3)cn2)cc1
    -0.1 | -11 | -3 | -4.1
CC1=C(C)/C(=N\OS(=O)(=O)c2ccc(C)cc2)C=CC1=O
    -0.2 | 16 | 8 | -0.9
